Assay outcomes as filed in PubChem.
TTR transcr act – activators of transthyretin transcription. 92,000 compounds, 1.3% hits. SH-SY5Y TTR promoter Gaussia luciferase, luminescence; 100% = recombinant luciferase protein wells. activation, % at 16.7 µM;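 active = activation above the mean of all tested compounds plus 3 SD, cut at about 9.5% in these data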;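 note: cells exposed to compounds for one day before reading; 0% = median of all test compound wells on the plate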
An asterisk follows results filed as active. These rows are one share of the data (hit frequency here may not be typical).

SMILES	TTR transcr act
Cc1ccccc1CC1(CO)CCCN(Cc2ccc(C#CC(C)(C)O)cc2)C1 (stereo not drawn)	0.0
COCc1cc(C)nc(OCC(=O)N/N=C/c2ccc(C)o2)c1C#N	4.1
CCn1c(SCC(=O)Nc2sc3c(c2C#N)CCC(C(C)(C)C)C3)nnc1-c1ccco1 (stereo not drawn)	0.9
CN1OC[C@@H]2CN3C(=O)N(c4cccc5ccccc45)c4ccccc4[C@@H]3C[C@@H]21	-0.7
COc1ccc(CCn2c(C)cc(C(=O)CSc3nc(N)cc(=O)[nH]3)c2C)cc1	-4.3
O=C1c2ccccc2[C@@H]2C[C@@H](O)[C@H](Nc3ccccc3-c3ccccc3)CCN12	-0.7
CCc1nc(CNC(=O)C2CCC(=O)N(CCc3ccc(OC)cc3)C2)cs1 (stereo not drawn)	4.1
CSc1nc(N2CCCC2)c2c(c1C#N)CC(C)(C)OC2	0.8
CC(=O)N1CCN(c2ccccc2NC(=O)c2ccc(Br)o2)CC1	-0.6
C(=N\Nc1nc2ccccc2[nH]1)/C1CCCCC1	1.8
CCCCS(=O)CC(CS(=O)CCCC)OC(=O)c1ccccc1 (stereo not drawn)	-0.8
O=C(N/C(=C\c1ccccc1)C(=O)N1CCCCC1)c1ccco1	1.4
O=C(NNC(=O)C12CC3CC(CC(O)(C3)C1)C2)c1csc(N2CCOCC2)n1	1.4
O=C(NCCC(=O)N1CCN(c2ccccc2O)CC1)c1ccc(Cl)cc1	0.3
CCOC(=O)c1c(S(=O)(=O)N2CCCCCC2)c(C)n(C)c1C	0.7
COc1cc(OC)cc(C(=O)NC(=S)Nc2ccc(N3CCCC3)cc2)c1	-0.8
CCCCN(c1ccccc1)S(=O)(=O)c1ccc2c(c1)CCN2C(=O)CCC(=O)O	-0.6
Clc1ccc(Cn2ncc3c(N4CCN(c5ccccc5)CC4)ncnc32)cc1	-1.3
CCn1c(C)cc2c(c1=O)C(c1ccc3c(c1)OCO3)C(C#N)=C(N)O2 (stereo not drawn)	-2.0
CN(C)C(=S)Nc1ccc(N2CCOCC2)cc1	1.0
O=C(NCC1CCCO1)c1cc2ccccc2[nH]1 (stereo not drawn)	0.2
COC(=O)C1=CN(Cc2ccccc2)C=C(C(=O)OC)C1c1ccc(OC)c(OC)c1	-0.1
COc1ccc(CC(=O)Nc2cc(S(=O)(=O)N3CCCC3)ccc2Cl)c(OC)c1	-2.3
CC(=O)c1csc(-c2ccccc2)n1	-1.1
CC(C)CCn1c(SCC(N)=O)nc2c1c(=O)n(C)c(=O)n2C	3.6

Four entries from above, reformatted.
CCn1c(C)cc2c(c1=O)C(c1ccc3c(c1)OCO3)C(C#N)=C(N)O2 (stereo not drawn)
  TTR transcr act = -2.0

CN(C)C(=S)Nc1ccc(N2CCOCC2)cc1
  TTR transcr act = 1.0

O=C(NCC1CCCO1)c1cc2ccccc2[nH]1 (stereo not drawn)
  TTR transcr act = 0.2

COC(=O)C1=CN(Cc2ccccc2)C=C(C(=O)OC)C1c1ccc(OC)c(OC)c1
  TTR transcr act = -0.1

Arranged by value in TTR transcr act (rising): five from the list above
SMILES	TTR transcr act
Clc1ccc(Cn2ncc3c(N4CCN(c5ccccc5)CC4)ncnc32)cc1	-1.3
COc1cc(OC)cc(C(=O)NC(=S)Nc2ccc(N3CCCC3)cc2)c1	-0.8
CN1OC[C@@H]2CN3C(=O)N(c4cccc5ccccc45)c4ccccc4[C@@H]3C[C@@H]21	-0.7
CN(C)C(=S)Nc1ccc(N2CCOCC2)cc1	1.0
O=C(NNC(=O)C12CC3CC(CC(O)(C3)C1)C2)c1csc(N2CCOCC2)n1	1.4

Shown as labelled records: part of the list above.
> CCCCS(=O)CC(CS(=O)CCCC)OC(=O)c1ccccc1 (stereo not drawn)
  TTR transcr act: -0.8
> O=C(N/C(=C\c1ccccc1)C(=O)N1CCCCC1)c1ccco1
  TTR transcr act: 1.4

Next section:
SMILES	TTR transcr act
Cc1ccc(NC(=O)C2CC(=O)N(c3ccc4c5c(cccc35)CC4)C2)cc1 (stereo not drawn)	0.9
c1ccc(CN2CCCC3(CCCN(Cc4nc(CC5CC5)no4)C3)C2)cc1 (stereo not drawn)	2.3
O=C(c1ccccc1)C(Nc1ccccn1)c1ccccc1 (stereo not drawn)	1.4
CC(C)(C)NC(=O)CN(C(=O)C1CSC(=O)C1)c1ccccc1F (stereo not drawn)	-0.1
CC1(C)Cc2nc3n[nH]c(N)c3cc2CO1	1.7
O=C(Oc1ccccc1)c1ccc(COC(=O)c2cnccn2)cc1	0.2
O=C(CSc1ccc2c(c1)OCCO2)N1CCN(c2ccccc2)CC1	1.6
O=C(N/N=C/c1ccco1)c1ccc(OCc2ccccc2)cc1	3.6
CCc1cc(-c2nnn(CCC3COCCO3)c2CC)cc(CC)c1-c1cn(CCc2c[nH]c3ccccc23)nn1 (stereo not drawn)	-1.4
O=C(NCC1CCCO1)c1ccc(Oc2ccc([N+](=O)[O-])cc2)cc1 (stereo not drawn)	-0.9
CCOC(=O)c1cccc(NC(=O)CSc2nnc(-c3ccncc3)n2CCCOC)c1	1.5
Cc1oc(-c2ccccc2F)nc1CS(=O)(=O)CC(=O)NCCCN1CC(C)CC(C)C1 (stereo not drawn)	1.1
C=CCSc1ncccc1C(=O)NCCc1ccccc1	1.3
COC(=O)Cn1c2ccccc2c(=O)n1C(C)C	0.5
C=CCn1c(C2CC2)n[nH]c1=S	-1.1
Cn1nccc1C(=O)N1CCN(c2ccc(F)cc2)CC1	-0.4
CC(CNC(=O)COC(=O)c1cccnc1Cl)c1ccccc1 (stereo not drawn)	0.6
CC(=O)NCCC(=O)Nc1cc(S(=O)(=O)N2CCOCC2)ccc1N1CCCC1	-1.1
COc1cccc(CNC(=O)c2cccc(S(=O)(=O)N3CCN(C)CC3)c2)c1	0.9
CN(C(=O)CCc1nc2ccccc2s1)c1ccccc1	-1.0
O=C(O)C1CCCN1S(=O)(=O)c1cc(Cl)ccc1Cl (stereo not drawn)	-1.3
COc1cc(/C=N/NC(=O)c2ccc(CSc3nncn3C)cc2)cc(OC)c1O	1.3
CCc1ccc2c(c1)NC(=O)C2(C)Cc1ccc(C(F)(F)F)nc1 (stereo not drawn)	4.2
CN(C(=O)c1cccc(N2C(=O)C3CC=CCC3C2=O)c1)C1CCCCC1 (stereo not drawn)	-2.8
CC1CC(C)CN(C(=O)c2ccc(S(=O)(=O)N3CCCCC3)cc2)C1 (stereo not drawn)	-0.5

The listing continues:
SMILES	TTR transcr act
CCN(Cc1ccc(OC)c(F)c1)C(=O)CCl	-1.5
O=C(CSCc1c(F)cccc1Cl)NCCc1ccccc1	2.5
C=CCN1C(=O)[C@H](CC(=O)NCCCN2CCCC2=O)[C@@]2(C(=O)OCC)CCCC=C12	2.5
NC(=O)c1ccccc1N/C=C1\CCCCC1=O	0.8
CCS(=O)CCSC(=N)N (stereo not drawn)	-1.7
Cc1cccc(OCC(=O)OCC(=O)c2c(N)n(C)c(=O)n(C)c2=O)c1	11*
CCCCc1ccc(-c2noc(CCC(=O)NCC)n2)cc1	-1.4
O=C(Nc1cccc(C(F)(F)F)c1)C1CCCO1 (stereo not drawn)	4.6
COCC(=O)N(C)C[C@H]1N[C@@](Cc2ccccc2)(C(=O)OC)[C@H]2C(=O)N(Cc3ccccc3)C(=O)[C@@H]12	0.9
CC(C)OC(=O)c1nn2c(C(F)(F)F)cc(-c3ccc(Br)o3)nc2c1Br	-0.6
CC(C)(C)c1ccc(C(=O)N2[C@H](COCc3ccccc3)C=CS2(=O)=O)cc1	-1.4
CCCCn1nnnc1C1(C)CCC(=O)N1C1CC1 (stereo not drawn)	1.3
Cc1[nH]c2ccccc2c(=O)c1CNCc1ccccc1	-1.3
CC(C)(C)NC(=O)CSc1ccc(C(C)(C)C)cc1	-0.7
COc1ccc(/C=N/Nc2cc(C)nc3ccc(OC)cc23)c(OC)c1	-6.8
CCOC(=O)C1(C)CCCN(C(=O)c2cc(C#N)cs2)C1 (stereo not drawn)	1.6
Cc1cc(NS(=O)(=O)c2ccc(NC(=S)Nc3ccc(Cl)cc3C)cc2)no1	6.4
O=C1CN(S(=O)(=O)c2cccc(Br)c2)CCN1	14*
CC(OC(=O)/C=C/c1ccc2ccccc2n1)C(=O)N(C)c1ccccc1 (stereo not drawn)	2.4
O=C(NCC(c1cccs1)N1CCOCC1)c1ccccc1NS(=O)(=O)c1ccc(Cl)cc1 (stereo not drawn)	-1.0
Cc1occc1C(=O)NNC(=S)NCc1ccccc1	2.3
CC(=O)n1cc(Nc2ccc([N+](=O)[O-])cc2)c2ccccc21	0.9
Fc1ccc(CN2CCN3CCCC3C2C2CCCCC2)cc1F (stereo not drawn)	-0.1
CC1=Nc2ccc(C)c3nc(C)cc(c23)N1c1ccc(C)cc1	-1.3
Cc1nc(SCc2ccccc2)c2ccsc2n1	0.6

(next part)
SMILES	TTR transcr act
CCCn1c(=O)n(N)c2ccccc21	1.3
Cn1c(CC2Sc3ccccc3NC2=O)nnc1SCC(=O)c1ccc(Cl)cc1 (stereo not drawn)	0.9
Cc1[nH]nc(N=CC2=C(O)CC(C)(C)CC2=O)c1-c1ccc(Cl)cc1	0.7
CCc1ccc(OCc2nnc(SCC(=O)Nc3cccc(C(=O)N4CCOCC4)c3)o2)cc1	3.8
O=C(Cc1ccccc1)NN1CCCCC1	-0.6
C/C(=N\Nc1cccc2cccnc12)c1ccc(C)cc1	-2.2
COc1ccccc1OCC(=O)Nc1ccc(S(=O)(=O)N2CCCCCC2)cc1	0.4
COc1ccc(OCCCn2cc(/C=C3/C(=N)N4C=C(C)SC4=NC3=O)c3ccccc32)cc1	5.1
Cc1ccc(N(CC(=O)N(C)Cc2ccccc2)S(C)(=O)=O)cc1C	-1.8
CCOC(=O)N1CCN(CC(=O)Nc2ccc(F)c(F)c2)CC1	-1.9
Cn1nc(C(=O)Nc2nc3ccccc3[nH]2)ccc1=O	5.9
COc1ccc(/C=C/C(=O)Nc2cc(C)on2)cc1	-1.4
O=C(CSCCOc1ccccc1)NCc1ccncc1	1.2
CCOC(=O)c1cnn(CCOC(=O)c2ccccc2)c1NC(=O)c1ccccc1	1.3
NC(=O)c1ccc(Cn2c(C(=O)c3ccc(Cl)cc3)c3ccccc3[n+]2[O-])cc1	-6.0
Cc1ccc(-n2nnnc2SCC(=O)NNC(=O)c2ccco2)c(C)c1	0.5
CCOC(=O)N1CCN(CC(=O)N2CCC(C(N)=O)CC2)CC1	-0.3
Fc1ccc(C2N(c3ccccc3)C(=S)N3CCCN23)cc1 (stereo not drawn)	0.2
COC(=O)CSc1nnc(-c2ccccc2OC)o1	1.2
CC1CCN(C(=O)c2ncn(C)c2C(=O)N2CCC(C)CC2)CC1	4.1
Cn1c(=O)c2c([nH]c(=O)n2C)n(C)c1=O	-2.4
Cc1c(NC(=O)CSc2ccccc2Cl)c(=O)n(-c2ccccc2)n1C	-1.9
CCCCOc1ccc(CSC2=NCCN2)cc1[N+](=O)[O-]	1.9
COc1ccc([N+](=O)[O-])cc1C(=O)NCCOc1ccc(Cl)cc1	-1.4
Cn1c(=O)oc2cc(S(=O)(=O)NCC3CCCO3)ccc21 (stereo not drawn)	2.3

Taken from above:
In TTR transcr act, `CCOC(=O)c1cnn(CCOC(=O)c2ccccc2)c1NC(=O)c1ccccc1` has 1.3
In TTR transcr act, `Cc1[nH]nc(N=CC2=C(O)CC(C)(C)CC2=O)c1-c1ccc(Cl)cc1` has 0.7
In TTR transcr act, `Fc1ccc(C2N(c3ccccc3)C(=S)N3CCCN23)cc1` (stereo not drawn) has 0.2

(list continues)
SMILES	TTR transcr act
Cc1cccc(Cc2nc3ccccc3[nH]2)c1	1.6
c1ccc(CNCc2ccc(CNCc3ccccc3)cc2)cc1	-0.1
O=C(Nn1c(O)c(C=C2N=c3ccccc3=N2)sc1=S)c1ccccc1	-0.3
CCN(CC)C(=O)c1nc[nH]c1C(=O)N(CC)CC	-3.0
Cc1ccc(CC2(OCCN(C)C)CCC(C(C)(C)C)CC2)cc1 (stereo not drawn)	-1.2
CCn1c(=O)n2n(c1=O)[C@]1(C=C(C)C2)CN(Cc2ccc(OC)cc2OC)C(NC(=O)c2ccccc2)=N1	1.0
CN(C(=O)c1cccc(NC(=O)Cc2cccc(NC(=O)C3CCN(C(=O)c4ccccc4)CC3)c2)c1)C1CCCC1	-0.9
Cc1cccc(C)c1OCC(=O)Nc1ccncc1	-0.6
Cc1cc(C(=O)N/N=C\c2cc(C(C)(C)C)c(O)c(C(C)(C)C)c2)n[nH]1	-1.0
O=C(/C=C/c1ccc([N+](=O)[O-])cc1)N1CCN(c2ccccc2F)CC1	-0.7
COc1ccc(N(C(=O)c2ccco2)C(C(=O)NC2CCCC2)c2ccncc2)cc1OC (stereo not drawn)	0.8
COc1cc(S(=O)(=O)N2CCN=C2c2ccccc2)ccc1F	-1.0
O=c1[nH]c(C2CCN(S(=O)(=O)Cc3ccccc3)CC2)nc2c1nnn2Cc1ccccc1Cl	5.1
Cc1nc(C)c(C(=O)NNS(=O)(=O)c2ccc3ccccc3c2)s1	0.1
COC(=O)C[C@@H]1CC[C@H]2[C@H](COc3ccc(NC(=O)c4cccc(C(F)(F)F)c4)cc3C(=O)N2C)O1	1.6
CC(C)c1ccc(S(=O)(=O)NC2CCCC2)cc1	1.4
CCC(C)N=CC1=C(O)CC(c2ccccc2)CC1=O (stereo not drawn)	3.9
COc1ccc(C2C(=O)c3ccccc3C2=O)c(OC)c1	-0.1
Cc1ccc(S(=O)(=O)Nc2nc3c(s2)C(=O)CC(C)(C)C3)cc1	-0.3
NC(N)=NS(=O)(=O)c1ccc(NC(=S)NC(=O)c2sc3ccccc3c2Cl)cc1	-0.1
Cc1nn(-c2ccccc2)c(Cl)c1/C=C(\CC(=O)O)c1nc2ccccc2s1	5.9
O=C(NCc1ccccn1)c1ccc(N2CCCC2)c([N+](=O)[O-])c1	1.5
C/C(CC(=O)Nc1ccc(C)c(Cl)c1)=N\NC(=O)c1cccc(O)c1	-1.0
O=C(OCC1CC(c2ccccc2)=NO1)c1ccco1 (stereo not drawn)	-0.9
COc1ccc(C(=O)Oc2cc(OC)cc(OC)c2C(C)=O)cc1	0.4
COc1ccccc1CCNC(=O)NC1CCCCC1	-3.3
Nc1nonc1C(=O)N1CCCC1	-1.8
C=CCN1C(=O)CS/C1=N\N=C\c1cccc([N+](=O)[O-])c1	2.3
